Assay outcomes as filed in PubChem BioAssay.
esBAF inh: inhibitors of esBAF chromatin remodeling in mouse ES cells; Bmi1-luciferase knock-in reporter, 24 h; 100% = twice the neutral-well signal; reporter increase, % at 12.5 µM; 2% of 350,000 active; AID 602393; in the data active means activation above about 40%;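 further: 0% = median of the plate's neutral control wells and 100% = double that signal; a rise in the Bmi1 reporter signal indicates esBAF inhibition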
E-sel inducer: E-selectin induction on HUVECs. P16581. activation, % at 7.58 µM. 0.37% of 260,000 active. HUVEC E-selectin immunofluorescence imaging; normalized: neutral wells 0, TNF-alpha wells 100. AID 686992;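 active means mean E-selectin-positive cell signal at least 10% of the positive control, reached in at least 60% of replicates, without over 20% cell loss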;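 further: in these data hits start at about 27%; measured in HUVEC primary endothelial cells; signal is the percent of cells scored E-selectin positive by PE staining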
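material = human umbilical vein endothelial cells (HUVEC), E-selectin induction | quantity = 3,000 cells/well | medium = EGM-2 growth medium on 0.1% gelatin-coated wells | technique = immunofluorescence imaging | read-out basis = % PE-positive cells | control set = TNF-alpha positive control, DMSO neutral control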
RAD52 inh: blocks human RAD52 DNA annealing; P43351; recombinant RAD52 DNA annealing, FRET fluorescence; inhibition, % at 18.7 µM; 0.46% of 360,000 active;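 active means every replicate showing at least 50% inhibition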
Target sequence (P43351 whole entry, looked up): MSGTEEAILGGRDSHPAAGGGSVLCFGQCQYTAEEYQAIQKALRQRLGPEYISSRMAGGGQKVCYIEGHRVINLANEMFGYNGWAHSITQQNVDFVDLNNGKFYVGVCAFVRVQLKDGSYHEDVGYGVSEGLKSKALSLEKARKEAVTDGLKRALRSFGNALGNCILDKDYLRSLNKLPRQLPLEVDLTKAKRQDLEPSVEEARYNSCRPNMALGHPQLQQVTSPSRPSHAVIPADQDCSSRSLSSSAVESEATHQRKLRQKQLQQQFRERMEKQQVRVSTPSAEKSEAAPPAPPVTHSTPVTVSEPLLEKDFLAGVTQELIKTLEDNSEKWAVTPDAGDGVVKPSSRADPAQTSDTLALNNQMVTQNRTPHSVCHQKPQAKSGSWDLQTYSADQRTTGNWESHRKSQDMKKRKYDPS
ERp5 inh: blocks human ERp5 reductase activity on insulin. Q15084. ERp5 insulin aggregation, absorbance 650 nm, 90 min. inhibition, % at 9.99 µM. 0.05% of 350,000 active. AID 651711;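 active means mean replicate inhibition above about 25%, with every replicate also reaching it, limit read from the data, passing the limit was not always enough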
RAD54 branch: inhibitors of human RAD54 branch migration | RAD54 Holliday junction branch migration, FAM/BHQ fluorescence | inhibition, % at 10.4 µM | AID 602329 | Q92698 | 0.14% of 360,000 active;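 active means mean normalized replicate activity at least 40 and at least half of replicates scoring 40 or more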;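 further: 0% = median of neutral control wells and 100% = median of positive control wells; inhibitors cause a drop in the FAM fluorescence signal; in these data hits start at about 50%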
Casp6 inh: blocks human caspase-6 cleavage activity; P55212; purified caspase-6, Z-VEID-R110 cleavage fluorescence; inhibition, % at 12.5 µM; 0.53% of 350,000 active; AID 686996;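 active means mean inhibition across replicates at least about 35%, with every replicate also reaching that limit, limit read from the data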;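 further: 0% = median of neutral control wells and 100% = no fluorescence left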
Target sequence (P55212 24-179 limits assumed): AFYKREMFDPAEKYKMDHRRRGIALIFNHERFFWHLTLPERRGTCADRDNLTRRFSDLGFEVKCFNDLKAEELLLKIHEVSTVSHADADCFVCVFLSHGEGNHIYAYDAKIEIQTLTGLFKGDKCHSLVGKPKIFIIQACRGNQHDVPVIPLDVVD
Target sequence (P55212 194-293 limits assumed): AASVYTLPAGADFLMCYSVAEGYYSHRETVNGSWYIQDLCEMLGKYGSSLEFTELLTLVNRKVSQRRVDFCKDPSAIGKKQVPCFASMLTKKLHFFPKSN
PglD DTNB: blocks C. jejuni PglD acetyltransferase activity; purified PglD enzyme, DTNB colorimetric CoA detection; inhibition, % at 12.5 µM; 0.098% of 360,000 active; in the data active means inhibition above about 16%, passing the limit was not always enough; further: strong numbers were not always called active
ARNT-TACC3 inh: ARNT/TACC3 interaction disruption; AlphaScreen His-ARNT PAS-B/GST-TACC3 binding, luminescence; TACC3 fragment carries E629A point mutation; Q9Y6A5; 0.66% of 390,000 active; inhibition, % at 9.99 µM;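 active means mean inhibition of replicates at least 50% and at least half of replicates each reaching 50%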;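 further: 0% = complete ARNT plus TACC3 wells and 100% = ARNT alone without TACC3; many hits fall short of the cut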
The depositor's hits bear a star; & = joins results of further samples.

Preview:
How did Cc1cc(=O)[nH]c(SCC(=O)N2CCCCCC2)n1 do in these assays?
esBAF inh: -1; RAD52 inh: -7; ERp5 inh: 6; RAD54 branch: -9; Casp6 inh: 1; PglD DTNB: 3; ARNT-TACC3 inh: -2

What do the screens show for `CS(=O)(=O)c1ccc2c(c1)SC1=NC(=O)/C(=C/c3ccco3)C(=N)N12`?
esBAF inh: 3; RAD52 inh: -53; ERp5 inh: 3; RAD54 branch: 2; Casp6 inh: 56*; PglD DTNB: -9; ARNT-TACC3 inh: -40

What do the screens show for `C[C@H](CO)N1C[C@H](C)[C@@H](CN(C)S(=O)(=O)c2ccc(Cl)cc2)OCc2cnnn2CCCC1=O`?
esBAF inh: 4&-5&5; E-sel inducer: 1.5&-0.1; RAD52 inh: -5&8; ERp5 inh: -3&-4; RAD54 branch: 1&-5; Casp6 inh: 0&-1; PglD DTNB: 4&-2; ARNT-TACC3 inh: -7

All compounds of this part, from the start:
How did Cc1cc(=O)[nH]c(SCC(=O)N2CCCCCC2)n1 do in these assays?
esBAF inh: -1; RAD52 inh: -7; ERp5 inh: 6; RAD54 branch: -9; Casp6 inh: 1; PglD DTNB: 3; ARNT-TACC3 inh: -2

What do the screens show for `CS(=O)(=O)c1ccc2c(c1)SC1=NC(=O)/C(=C/c3ccco3)C(=N)N12`?
esBAF inh: 3; RAD52 inh: -53; ERp5 inh: 3; RAD54 branch: 2; Casp6 inh: 56*; PglD DTNB: -9; ARNT-TACC3 inh: -40

What do the screens show for `C[C@H](CO)N1C[C@H](C)[C@@H](CN(C)S(=O)(=O)c2ccc(Cl)cc2)OCc2cnnn2CCCC1=O`?
esBAF inh: 4&-5&5; E-sel inducer: 1.5&-0.1; RAD52 inh: -5&8; ERp5 inh: -3&-4; RAD54 branch: 1&-5; Casp6 inh: 0&-1; PglD DTNB: 4&-2; ARNT-TACC3 inh: -7

Results for Fc1ccc2nc(C(F)(F)F)cc(N3CCOCC3)c2c1 ?
esBAF inh: -7; E-sel inducer: 0.1; RAD52 inh: -8; ERp5 inh: 4; RAD54 branch: 3; PglD DTNB: -3; ARNT-TACC3 inh: -4

Results for COc1ccc2nc(NC(=O)CSc3cn[nH]n3)sc2c1 ?
E-sel inducer: -0.1; RAD52 inh: -8; ERp5 inh: -4; RAD54 branch: 2; Casp6 inh: 0; PglD DTNB: 0; ARNT-TACC3 inh: 2

What do the screens show for `COc1ccc(S(=O)(=O)Nc2ccc3c(c2)C(=O)N([C@@H](C)CO)C[C@@H](C)[C@H](CN(C)Cc2ccccc2)OCCCC[C@H](C)O3)cc1`?
esBAF inh: 2; E-sel inducer: -0.4; RAD54 branch: 13; PglD DTNB: -3; ARNT-TACC3 inh: -6

What do the screens show for `CC(C)c1ccc(NC(=O)N(CCc2nc3ccccc3[nH]2)C2CCCC2)cc1`?
esBAF inh: 29; RAD54 branch: 6; PglD DTNB: -2; ARNT-TACC3 inh: -5

What do the screens show for `O=C(C[C@@H]1CC[C@@H]2[C@H](COC[C@H](O)CN2C(=O)Nc2ccc(F)cc2)O1)NCCc1ccncc1`?
E-sel inducer: 25; RAD52 inh: 4; ERp5 inh: 4; Casp6 inh: -5

Results for CCc1ccc(Oc2coc3cc(OCC(=O)Nc4cc(C)ccc4C)ccc3c2=O)cc1 ?
RAD52 inh: -10; ERp5 inh: 1; RAD54 branch: -5; Casp6 inh: 4; PglD DTNB: -3; ARNT-TACC3 inh: -4

Results for Cc1ccc(S(=O)(=O)Nc2ccc3c(c2)C(=O)N([C@H](C)CO)C[C@H](C)[C@H](CN(C)C(=O)Nc2ccccc2)OCCCC[C@H](C)O3)cc1 ?
esBAF inh: 5; E-sel inducer: 0.0; RAD52 inh: -8; ERp5 inh: 5; RAD54 branch: -5; Casp6 inh: -2; PglD DTNB: -1; ARNT-TACC3 inh: 0

Results for Cc1ccc(S(=O)(=O)/N=C2\C=C(NS(=O)(=O)c3ccccc3)C(=O)c3ccccc32)c(C)c1 ?
esBAF inh: -4; E-sel inducer: 0.3; RAD52 inh: -10; ERp5 inh: 3; RAD54 branch: -4; Casp6 inh: 9; PglD DTNB: -2; ARNT-TACC3 inh: 8

How did COC(=O)[C@@H](NC(=O)Nc1cccc(OC)c1)C(C)C do in these assays?
esBAF inh: -4; RAD54 branch: 11; PglD DTNB: -1; ARNT-TACC3 inh: 4

What do the screens show for `O=C(NC1CCCCC1NC(=O)c1ccco1)c1ccco1` (stereo not given)?
esBAF inh: 10; RAD52 inh: -11; ERp5 inh: -2; RAD54 branch: -17; Casp6 inh: 1; PglD DTNB: 0; ARNT-TACC3 inh: -4

Results for O=C(Cn1ccc(C(F)(F)F)n1)Nc1ccc(S(=O)(=O)NCc2ccco2)cc1 ?
esBAF inh: 3; RAD54 branch: -5; PglD DTNB: 3; ARNT-TACC3 inh: 0

Results for CCC(Oc1ccccc1C)C(=O)N1CCCN(C)CC1 (stereo not given) ?
E-sel inducer: -0.8; RAD52 inh: 2; ERp5 inh: 1; RAD54 branch: -5; Casp6 inh: -1; PglD DTNB: 5; ARNT-TACC3 inh: 2

Results for CO[C@H]1CN(C)C(=O)c2ccc(NS(=O)(=O)c3ccccc3)cc2OC[C@H](C)N(Cc2cccnc2)C[C@@H]1C ?
esBAF inh: -6; E-sel inducer: 0.2; RAD52 inh: -9; ERp5 inh: -1; RAD54 branch: -3; Casp6 inh: 0; PglD DTNB: 0; ARNT-TACC3 inh: 7

How did CCc1nnc(NC(=O)CN2CCOCC2)s1 do in these assays?
RAD52 inh: -4; ERp5 inh: 3; Casp6 inh: 0; ARNT-TACC3 inh: -6

How did C[C@@H]1CN([C@@H](C)CO)C(=O)Cc2cc(NC(=O)Nc3cccc4ccccc34)ccc2O[C@H]1CN(C)C do in these assays?
esBAF inh: -9; E-sel inducer: -1.7; RAD52 inh: 16; ERp5 inh: -2; RAD54 branch: 2; Casp6 inh: -1; PglD DTNB: 5; ARNT-TACC3 inh: 2

Results for COc1ccccc1NC(=O)c1ccc(NC(=O)COC(=O)C2CCCCC2)cc1 ?
esBAF inh: 4; RAD52 inh: -6; ERp5 inh: 1; RAD54 branch: 1; Casp6 inh: -1; PglD DTNB: -4

How did O=C(N/C(=C\c1ccccc1)C(=O)N1CCOCC1)c1cccc(Br)c1 do in these assays?
RAD52 inh: -11; ERp5 inh: 3; RAD54 branch: -12; Casp6 inh: 2; PglD DTNB: 2; ARNT-TACC3 inh: -4

How did O=C(NCc1ccc(C(=O)O)cc1)OCc1ccccc1 do in these assays?
RAD52 inh: -16; ERp5 inh: 4; Casp6 inh: 2; ARNT-TACC3 inh: -5

How did Cc1nonc1-c1ccc2c(c1)OCO2 do in these assays?
esBAF inh: 3; RAD52 inh: -5; ERp5 inh: 7; RAD54 branch: 2; Casp6 inh: 1; PglD DTNB: 7; ARNT-TACC3 inh: -7

Results for Nc1ncnc2c1nc(Sc1ccc(Cl)cc1)n2[C@@H]1O[C@@H]2COP(=O)(O)O[C@H]2[C@H]1O ?
esBAF inh: -4; E-sel inducer: 0.0; RAD52 inh: -16; ERp5 inh: 0; RAD54 branch: 3; PglD DTNB: -1; ARNT-TACC3 inh: -5

Results for Cc1[nH]n(C(N)=S)c(=O)c1N=Nc1cc(C(F)(F)F)ccc1Cl ?
esBAF inh: -5; RAD52 inh: -14; ERp5 inh: -3; RAD54 branch: -5; Casp6 inh: 0; PglD DTNB: -11; ARNT-TACC3 inh: -1

How did Cc1cc(C(=O)N2CCN(c3ccc([N+](=O)[O-])cc3)CC2)co1 do in these assays?
E-sel inducer: -0.7; RAD52 inh: -13; ERp5 inh: 4; RAD54 branch: -4; Casp6 inh: 2; PglD DTNB: -7; ARNT-TACC3 inh: 3

How did COc1ccc(C(=O)Nc2nc(-c3ccc(S(=O)(=O)N4CCOCC4)cc3)cs2)cc1 do in these assays?
esBAF inh: 12; E-sel inducer: -0.5; RAD54 branch: -3; PglD DTNB: 0; ARNT-TACC3 inh: -3

What do the screens show for `O=C(Nc1nccs1)C1(S(=O)(=O)c2ccc(Cl)cc2)CC1`?
esBAF inh: -2; RAD52 inh: -8; ERp5 inh: -5; RAD54 branch: 10; Casp6 inh: 0; PglD DTNB: 1; ARNT-TACC3 inh: 3

How did O=C(N/N=C/c1cccc2ccccc12)c1cc2ccccc2o1 do in these assays?
esBAF inh: 0; E-sel inducer: 0.4; RAD52 inh: -9; ERp5 inh: -2; RAD54 branch: 22; Casp6 inh: -1; PglD DTNB: 3

How did COc1ccc(C(=O)Nc2cnc(NC(=O)c3cccs3)cc2C)cc1 do in these assays?
esBAF inh: 47*; E-sel inducer: 33*; RAD52 inh: -20; ERp5 inh: 1; RAD54 branch: 5; Casp6 inh: 3; PglD DTNB: -3

What do the screens show for `O=S(=O)(c1ccc(Br)cc1)N1CCCN(Cc2ccccc2F)CC1`?
E-sel inducer: 0.1; RAD54 branch: 1; PglD DTNB: -3; ARNT-TACC3 inh: 7

What do the screens show for `C[C@@H]1CN([C@@H](C)CO)C(=O)c2cc(NC(=O)Nc3ccc(F)cc3)ccc2O[C@@H](C)CCCCO[C@H]1CN(C)C(=O)Cc1ccccc1`?
esBAF inh: 3; E-sel inducer: 0.5; RAD52 inh: 28; ERp5 inh: 3; RAD54 branch: 2; Casp6 inh: 0; PglD DTNB: 2; ARNT-TACC3 inh: -7

How did CCOC(=O)C(c1ccccc1)N1CCN(c2ccc(OC)cc2)CC1 (stereo not given) do in these assays?
esBAF inh: 1; RAD52 inh: -10; ERp5 inh: -5; RAD54 branch: -13; Casp6 inh: -2; PglD DTNB: 2; ARNT-TACC3 inh: 12

What do the screens show for `COc1ccc(S(=O)(=O)N(C)C[C@H]2Oc3c(NS(=O)(=O)c4ccc(Cl)cc4)cccc3C(=O)N([C@@H](C)CO)C[C@H]2C)cc1`?
esBAF inh: -4; E-sel inducer: 0.1; RAD54 branch: -2; PglD DTNB: 2; ARNT-TACC3 inh: 6

Results for CCOC(=O)c1c(C)n(CC)c2ccc(OC(=O)c3ccc([N+](=O)[O-])cc3)cc12 ?
E-sel inducer: 1.6; RAD52 inh: -14; ERp5 inh: -4; Casp6 inh: -1; ARNT-TACC3 inh: -1

How did CCCC#Cc1ccc([C@H]2[C@@H](CO)N(C(=O)C3CCCCC3)[C@H]2C#N)cc1 do in these assays?
esBAF inh: -1; E-sel inducer: 0.1; RAD52 inh: -41; ERp5 inh: -4; RAD54 branch: 12; Casp6 inh: 2; PglD DTNB: -1; ARNT-TACC3 inh: -5

How did Cc1ccc(C2(c3ccc(C)cc3)NC(=O)N(CC(N)=O)C2=O)cc1 do in these assays?
esBAF inh: 1; RAD52 inh: -3; ERp5 inh: 5; RAD54 branch: -5; Casp6 inh: 3; PglD DTNB: 0; ARNT-TACC3 inh: -6

How did O=C(C[C@@H]1CC[C@@H]2[C@H](COC[C@@H](O)CN2C(=O)c2ccccc2F)O1)N1CCOCC1 do in these assays?
esBAF inh: -9; E-sel inducer: -0.1; RAD52 inh: -10; ERp5 inh: 0; RAD54 branch: 4; Casp6 inh: -1; PglD DTNB: 0; ARNT-TACC3 inh: -1

What do the screens show for `CN(C)C(=O)c1ccc(-c2cc(C(F)(F)F)n(C)n2)s1`?
RAD52 inh: -8; ERp5 inh: -5; Casp6 inh: 4; ARNT-TACC3 inh: 3

How did O=C(NC1CCCC1)C(c1ccncc1)N(CCCN1CCOCC1)C(=O)c1ccc(-c2ccccc2)[nH]1 (stereo not given) do in these assays?
E-sel inducer: 1.6; RAD52 inh: -6; ERp5 inh: -1; RAD54 branch: 11; Casp6 inh: -6; PglD DTNB: -2; ARNT-TACC3 inh: 0

Results for CN(C)CC(=O)Nc1ccc2c(c1)[C@H]1C[C@H](CC(=O)NCc3ccc(-c4ccccc4)cc3)O[C@@H](CO)[C@H]1O2 ?
esBAF inh: 2; E-sel inducer: -0.7; RAD52 inh: 37; ERp5 inh: -3; RAD54 branch: 5; Casp6 inh: -1; PglD DTNB: -1; ARNT-TACC3 inh: 6
